Screening results from PubChem.
PGC1a acetyl inh: inhibitors of PGC1a acetylation signal, primary screen, cell-based, U2OS, AlphaScreen, inhibitor mode; AID 651687, 2012; 350,000 compounds, 0.17% hits; inhibition, % at 15.6 µM; AlphaScreen anti-acetyl-lysine; with virally co-expressed GCN5 acetyltransferase;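 active = every replicate shows inhibition of at least 40%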;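 also: 0% = neutral control wells and 100% = positive control wells; some results beyond the cut were filed as inactive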
Cneo AK release: Cryptococcus neoformans cell lysis inducers, primary screen, AK release luminescence, single concentration. lysis activity, % at 15 µM. AID 651654, 2012. 360,000 compounds, 0.2% hits. C. neoformans lysis, adenylate kinase release luminescence, 4 h; normalised: neutral wells 0, clomiphene wells 100;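 active = mean lysis activity across replicates of at least 80%, whatever share of replicates individually reach that level; inactive = mean lysis activity below 80%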
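read-out = cell lysis signal | test system = log-phase Cryptococcus neoformans yeast cells | input = cells at 5 × 10^6 per mL | medium = fresh YPD growth medium | signal = luminescent adenylate kinase detection reagent | timing = 4 h at 37 °C static, read 1 h later | dosing = single dose | controls = Clomiphene as positive lysis control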
miR-122 sensor: miR-122 Renilla sensor signal increase in Huh7, primary screen, miR-122 inhibitor project, cell-based, single point, plate reader; Huh7 miR-122 Renilla luciferase sensor, 48 h; neutral wells = 0, positive control = 100; activation (reporter increase), % at 12.5 µM; 340,000 compounds, 0.3% hits;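 active = mean replicate activation score at least 90 and every replicate individually at or above 90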;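 also: higher luciferase means less miR-122 activity so hits act as miR-122 inhibitors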
PglD DTNB: C. jejuni PglD acetyltransferase inhibitors, primary screen, biochemical, DTNB colorimetric, single point | purified PglD enzyme, DTNB colorimetric CoA detection | inhibition, % at 12.5 µM | 360,000 compounds, 0.098% hits; in the data active = inhibition above about 16%, passing the limit was not always enough; also: strong numbers were not always called active
F508del corr: F508del CFTR correction, initial screen, CFBE line, single point. CFBE cells, YFP halide quenching; stimulated with forskolin plus potentiator P3; % fluorescence drop versus neutral controls. activity (quench increase), % at 7.58 µM. 350,000 compounds, 0.36% hits. AID 720511, 2013;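 active = mean added fluorescence quench of at least 8% versus neutral control, with both replicates also reaching 8%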;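 also: cells transiently co-express mutant CFTR-F508del with the halide-sensitive YFP; corrector assay measuring rescue of mutant channel to the surface after 24 h compound exposure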
FN deposition inh: inhibitors of fibronectin matrix deposition, primary screen, AH1F cells, Alexa488-fibronectin fluorescence, plate reader | AID 743247, 2014 | inhibition, % at 12.6 µM | AH1F fibroblasts, overnight | 350,000 compounds, 0.086% hits;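 active = mean inhibition across replicates of 30% or more, regardless of how many single replicates reach that level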;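 also: positive control wells lacked labelled fibronectin entirely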
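Assay system: AH1F fibroblasts / Quantity: 10000 cells per well / Medium: DMEM plus 2% serum, read in PBS / Reagent: labelled fibronectin 24 nM / Dosing: single dose, pinned / Times: 1 h cell attachment, overnight exposure to compound and label / Signal: fluorescence, ex 485 nm, em 525 nm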
Statin myotox sup: suppressors of statin myotoxicity in C2C12 myotubes, primary screen, cell-based, single point, plate reader. rescue of ATP level, % at 7.49 µM. C2C12 myotubes + simvastatin, ATP luminescence, 48 h; scaled: DMSO 0, geranylgeraniol control 100. 330,000 compounds, 0.78% hits;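 active = mean ATP rescue above about 67%, or every replicate alone reaching that limit, limit read from the data, passing the limit was not always enough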;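 also: myotubes were challenged with 10 µM simvastatin during compound exposure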
GSIS activator: GLuc luminescence reporter in INS-1E cells, primary screen for activators of glucose-dependent secretion of insulin; INS-1E GLuc reporter insulin secretion, 2-3 h; activation, % at 16.6 µM; 370,000 compounds, 0.61% hits; AID 743287, 2014;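 active = lowest replicate activation of at least 40%, so every replicate reaches that level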;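 also: 0% = median of neutral control wells and 100% = median of IBMX positive control wells; some compounds called inactive have numbers as strong as hits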
Starred values were filed as active, the others as inactive; . = no result given; [ ] = remark or other dose.

molecule | Statin myotox sup | Cneo AK release | FN deposition inh | GSIS activator | PGC1a acetyl inh | F508del corr | PglD DTNB | miR-122 sensor
C[C@@H]1CCCCO[C@H](CN(C)Cc2ccncc2)[C@@H](C)CN([C@@H](C)CO)C(=O)c2cc(NS(=O)(=O)c3cccs3)ccc2O1 | . | 0 | . | -14 | 0 | -2.5 | 0 | 12[16.7 µM]
Cc1cc(C(=O)Nn2c(-c3ccncc3)nc3ccccc3c2=O)ccc1[N+](=O)[O-] | 4 | 7 | . | -6 | -3 | -2.3 | 6 | -5
Cc1ccccc1Cn1c(=O)c2c(nc3n2CCN3Cc2ccco2)n(C)c1=O | . | . | 1 | 7 | -16 | 1.2 | . | .
Cc1ccc(C(=O)NCCN2CCOCC2)cc1C | 0 | -1 | 2 | 0 | 9 | -1.0 | -1 | -7
Cc1c(NC(=O)CSc2nnc(-c3cccnc3)n2N)c(=O)n(-c2ccccc2)n1C | -12 | -1 | 2 | 15 | -2 | 1.1 | -5 | -4
Cc1noc(C)c1NC(=O)Nc1ccc2c(c1)C(=O)N([C@@H](C)CO)C[C@@H](C)[C@H](CN(C)C)OCCCC[C@@H](C)O2 | -9 | -4 | . | 14 | 9 | 0.1 | 1 | 3[16.7 µM]
COCCCN1C(=O)C(=O)/C(=C(/O)c2ccccc2)C1c1ccc(N(C)C)cc1 (stereo unspecified) | 8 | 0 | 9 | 6 | 2 | . | 6 | .
Cn1c(=O)n(Cc2ccccc2Cl)c2ccccc21 | 6 | 4 | -12 | 44 | -11 | 0.4 | -5 | 8
COc1ccc2[nH]c3c(c2c1)CCN1C(=O)C(CC(=O)NC(C)(C)C)C[C@H](C(=O)N2CCCCC2)[C@@]31C (stereo partly specified) | 9 | 1 | 0 | . | . | 0.0 | -1 | .
NC(=O)C1CCCN(Cc2c(C(=O)N3CCc4ccccc4C3)nc3ccc(Cl)cn23)C1 (stereo unspecified) | 4 | -6 | -6 | -6 | . | -3.7 | -3 | -6
CN1c2ccccc2C(C)(C)C12CCCC(=O)N2 (stereo unspecified) | . | 53 | . | 21 | -4 | . | 3 | -2
COCC(=O)Nc1ccc2c(c1)OC[C@H](C)N(C(=O)c1ccncc1)C[C@H](C)[C@@H](OC)CN(C)C2=O | -12 | 0 | 11 | 3 | 16 | -2.0 | -4 | 6[16.7 µM]
COc1ccc2[nH]c(C(=O)NCCc3ccccc3)cc2c1 | . | 2 | -2 | . | 0 | -1.4 | 1 | 0
CC(OC(=O)c1snc(C(=O)NC2CCCCC2)c1N)C(=O)NC(C)(C)C (stereo unspecified) | 25 | 1 | 2 | . | 9 | . | 1 | 2
COC(=O)CSc1cc([N+](=O)[O-])ccc1NC(=O)OC | . | -2 | -4 | -9 | . | -1.9 | 3 | .

The list goes on; it opens with the 4 that closed the last part.
molecule | Statin myotox sup | Cneo AK release | FN deposition inh | GSIS activator | PGC1a acetyl inh | F508del corr | PglD DTNB | miR-122 sensor
COCC(=O)Nc1ccc2c(c1)OC[C@H](C)N(C(=O)c1ccncc1)C[C@H](C)[C@@H](OC)CN(C)C2=O | -12 | 0 | 11 | 3 | 16 | -2.0 | -4 | 6[16.7 µM]
COc1ccc2[nH]c(C(=O)NCCc3ccccc3)cc2c1 | . | 2 | -2 | . | 0 | -1.4 | 1 | 0
CC(OC(=O)c1snc(C(=O)NC2CCCCC2)c1N)C(=O)NC(C)(C)C (stereo unspecified) | 25 | 1 | 2 | . | 9 | . | 1 | 2
COC(=O)CSc1cc([N+](=O)[O-])ccc1NC(=O)OC | . | -2 | -4 | -9 | . | -1.9 | 3 | .
COc1ccc(CN(C)C[C@H]2OCCCC[C@@H](C)Oc3ccc(NS(=O)(=O)c4c(C)noc4C)cc3C(=O)N([C@H](C)CO)C[C@@H]2C)cc1 | . | -1 | . | 10 | 2 | 0.5 | 1 | 1[16.7 µM]
O=C(NCc1cccnc1)C(C(=O)c1ccc(F)cc1)n1ccccc1=O (stereo unspecified) | -3 | 0 | -5 | . | . | . | 6 | -12
CCCCN(CC)CCNC(=O)c1cn(C)c(=O)c2c1c1ccccc1n2C | 16 | -2 | -5 | 5 | . | 1.7 | 2 | .
O=C(CSc1nncn1-c1ccccc1)c1c[nH]c2ccccc12 | 2 | -1 | . | 12 | -4 | . | -6 | 6
O=C(N/N=C/c1ccoc1)c1ccc(Cl)cc1Cl | . | -2 | 8 | 9 | . | -4.9 | 3 | -7
CC(C)CC1(C)NC(=O)N(CC(=O)N2C(C)CCCC2C)C1=O (stereo unspecified) | -2 | 0 | -9 | 38 | . | -1.6 | 1 | .
C[C@H]1CCCCO[C@@H](CN(C)C(=O)Nc2ccc(F)cc2)[C@@H](C)CN([C@@H](C)CO)C(=O)c2cc(NS(=O)(=O)c3ccc(F)cc3)ccc2O1 | . | . | -10 | -5 | 1 | 2.0 | . | .
O=C(N1CCOCC1)N1CCN(C(c2ccccc2)c2ccccc2)CC1 | 34 | 4 | -7 | 1 | 2 | . | -2 | 7
COc1cc(/C=C2/C(=O)NN(c3cccc(C)c3)C2=O)ccc1OC(=O)c1ccco1 | 2 | -2 | -3 | -7 | 8 | . | -3 | 3
C[C@@H]1CN([C@H](C)CO)C(=O)CCCn2cc(nn2)CO[C@@H]1CN(C)C(=O)Nc1ccc(N2CCN(C)CC2)cc1 | -7 | 0 | 2 | 13 | 1 | 2.4 | -2 | -3[16.7 µM]
CCCc1c(C(=O)N/N=C/c2ccc(OCc3ccccc3)c(OC)c2)nnn1-c1nonc1N | -5 | 0 | -5 | -5 | -1 | -1.5 | 11 | 3
Cc1ccc(S(=O)(=O)NNC(=O)CCCCC(=O)NNS(=O)(=O)c2ccc(C)cc2)cc1 | 5 | 0 | -2 | -5 | . | -0.7 | -10 | -6
CN(C)C(=O)C[C@H]1CC[C@H]2[C@@H](COC[C@@H](O)CN2Cc2nccs2)O1 | 10 | -1 | -2 | 1 | 3 | -2.4 | 2 | -2[16.7 µM]
COCCNC(=O)C1(C)CCCN(C(=O)c2ccccc2F)C1 (stereo unspecified) | 0 | 15 | -2 | 5 | 1 | 0.7 | 2 | -5
O=C(C1CCOCC1)N1C[C@@H]2[C@H](c3ccccc31)[C@@H](CO)N2Cc1ccccc1Cl | -2 | 2 | . | 4 | -4 | -1.9 | -2 | 10[16.7 µM]
COc1ccc(Cc2c(-c3cccc(Br)c3)nc3ccc(Br)cn23)c(C)c1 | -27 | -1 | -19 | 6 | 1 | 2.1 | 3 | 4
C[C@H](CO)N1C[C@H](C)[C@@H](CN(C)C(=O)NC2CCCCC2)Oc2ccc(NS(C)(=O)=O)cc2CC1=O | 18 | 3 | . | 13 | -26 | -2.5 | 1 | -7[16.7 µM]
COCCCN1CN(S(=O)(=O)c2ccc(C)cc2C)c2nc3ccccc3nc21 | -2 | 2 | -6 | 4 | -11 | -1.1 | 3 | 3
C[C@@H]1CC[C@@]2(O[C@H](CCO)C[C@@H](O)[C@@H]2O)O1 | -7 | 1 | 1 | 11 | . | -0.5 | 1 | .
COc1ccc(-c2sc3ccccc3c2/C=C/c2ccncc2)cc1 | -4 | -2 | 3 | 6 | 6 | 0.4 | -10 | -4
O=C(COc1ccccc1)NC1CCS(=O)(=O)C1 (stereo unspecified) | 7 | 1 | 0 | -11 | 12 | -2.1 | 0 | 0
O=C(Cc1cn2ccsc2n1)OCc1ccccc1 | . | -2 | . | . | 5 | . | -5 | -1
CN1C(=O)c2cc(NC(=O)c3ccc(F)cc3)ccc2OC[C@H]2O[C@H](CC(=O)NC3CCC3)CC[C@@H]21 | 7 | -6 | -3 | 4 | -4 | 0.2 | 3 | 3[16.7 µM]
CCOC(=O)C1=NOC(C(=O)NN(C)c2ncc(C(F)(F)F)cc2Cl)C1 (stereo unspecified) | -2 | 4 | 2 | -9 | -1 | -0.2 | 5 | -6
COc1ccc(C(=O)N2CCC(C(=O)NC3CC3)CC2)cc1 | 5 | -2 | 2 | 41 | 8 | -0.3 | 3 | -2
O=C(CCN1C(=O)COc2ccccc21)NCCCN1CCN(c2ccccc2F)CC1 | 5 | -1 | . | . | -6 | . | -2 | -4
Cc1ccc(C)c(C(=O)COC(=O)c2cc([N+](=O)[O-])ccc2N2CCOCC2)c1 | -5 | -3 | 3 | -54 | -4 | 4.7 | 2 | 3
O=C(NC1CCN(C(=O)Nc2ccc(F)cc2)CC1)c1ccc(F)cc1 | -3 | -2 | -3 | -3 | -2 | 0.2 | 0 | 0
C[C@H]1CN([C@@H](C)CO)C(=O)c2cc(-c3cccc(F)c3)cnc2O[C@@H]1CN(C)C(=O)c1ccccn1 | . | 3 | . | 16 | -4 | -3.5 | -1 | -16[16.7 µM]
O=C1C(=Cc2ccccc2O)SC(=S)N1CCCN1CCOCC1 | 9 | -2 | -8 | -4 | -1 | 2.7 | 2 | .
CCCN1C[C@@H](C)[C@H](OC)CN(C)C(=O)c2ccc(NC(=O)c3ccccc3F)cc2OC[C@@H]1C | -2 | -1 | 9 | -7 | 1 | 1.2 | 5 | .
CCN(CC)S(=O)(=O)c1cc(C(=O)Nc2cccnc2)ccc1Cl | -1 | 0 | -5 | -5 | 11 | . | 4 | .
CCOC(=O)CCSCC(=O)Nc1cc(C)on1 | -3 | 0 | -4 | . | 6 | . | . | 2
COc1ccc(C2=NOC(C(=O)NCCCn3ccnc3)C2)cc1 (stereo unspecified) | -15 | 0 | 1 | . | -3 | . | 4 | -1
Cc1ccc(-c2cnc3c(c2)C(=O)N([C@H](C)CO)C[C@@H](C)[C@@H](CN(C)C(=O)c2cccc(F)c2)O3)cc1 | 18 | 1 | -4 | -5 | 10 | -0.4 | 3 | -1[16.7 µM]
NC(=O)C1(N2CCCCC2)CCN(C(=O)NC23CC4CC(CC(C4)C2)C3)CC1 | 10 | 2 | 11 | . | 6 | . | 0 | -15
COc1ccccc1CNC(=O)C[C@@H]1C[C@@H]2c3cc(NC(=O)c4ccc5c(c4)OCO5)ccc3O[C@@H]2[C@H](CO)O1 | 3 | -16 | . | 16 | -7 | 0.8 | 3 | -5[16.7 µM]
COc1ccc2cc(-c3ccccc3F)ncc2c1 | -13 | -10 | -13 | 14 | . | 1.1 | -1 | -2
CC(=O)c1cccc(NC(=O)C(C)N2CCc3ccccc3C2)c1 (stereo unspecified) | 3 | 0 | 9 | 20 | -11 | 1.4 | -3 | 128*
Cc1nn(Cc2ccccc2)c(C)c1NC(=O)c1cccs1 | 1 | -11 | 2 | 4 | 17 | -2.6 | -2 | -3
CCOc1ccc(NC(=O)CC(NC(C)=O)c2ccccc2)cc1S(=O)(=O)N1CCCC1 (stereo unspecified) | 2 | 2 | -8 | 20 | 7 | -0.2 | -5 | -4

Compounds as they come. About 2.1% of those tested had a hit in this group.
